Screens (PubChem)
GLS inh = glutaminase GLS (human) inhibition; GLS enzymatic activity, qHTS titration; Potency, µM (top dose mostly 45.5 µM), for the others: top-dose activity change, negative = inhibition, most hits filed as inhibitors; hit rate 0.21% among 410,000; active = well fitted inhibition curve with a large enough effect; inconclusive = small, poorly fitted or top-dose-only effect, or another doubt; inactive = no such curve, though single readings can be large or run the other way
Target sequence (O94925 whole entry, looked up): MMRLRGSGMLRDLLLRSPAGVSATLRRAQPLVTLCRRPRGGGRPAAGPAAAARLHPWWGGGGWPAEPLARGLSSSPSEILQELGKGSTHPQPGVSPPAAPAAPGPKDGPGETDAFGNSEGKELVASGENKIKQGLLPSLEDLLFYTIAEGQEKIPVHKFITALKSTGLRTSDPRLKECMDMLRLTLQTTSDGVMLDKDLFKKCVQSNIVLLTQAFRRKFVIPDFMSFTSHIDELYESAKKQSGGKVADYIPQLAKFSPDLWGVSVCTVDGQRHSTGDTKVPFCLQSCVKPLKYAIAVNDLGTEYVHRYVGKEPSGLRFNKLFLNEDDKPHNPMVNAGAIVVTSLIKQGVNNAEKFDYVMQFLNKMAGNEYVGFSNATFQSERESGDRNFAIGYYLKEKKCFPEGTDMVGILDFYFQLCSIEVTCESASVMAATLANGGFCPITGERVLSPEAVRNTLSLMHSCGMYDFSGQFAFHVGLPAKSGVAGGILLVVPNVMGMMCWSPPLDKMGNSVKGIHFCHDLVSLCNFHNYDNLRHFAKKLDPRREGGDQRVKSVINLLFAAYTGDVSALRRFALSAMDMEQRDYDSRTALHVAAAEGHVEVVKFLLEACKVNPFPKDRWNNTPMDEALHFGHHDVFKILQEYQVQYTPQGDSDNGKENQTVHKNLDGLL
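Coupled fluorescence readout: glutamate oxidase/HRP/Amplex Red detect glutamate formed by hKGA from L-glutamine (1 mM solution added). Buffer 45 mM KH2PO4 pH 8.2, 0.02% Tween-20; reads at t0 and 30 min RT.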
* = called active by the depositor; ? = inconclusive; & = joins results of further samples; [ ] = dose if it differs, or a comment. % is scaled to controls: 0 for no effect and ±100 for the full control effect; potency is read from the fitted curve at half-maximal effect. This is a subset. The share of hits here may be higher or lower than overall.

nr	structure	GLS inh
1	COc1ccc(OC)c(S(=O)(=O)NC(=O)C2(C)CCN2C(=O)Cc2ccc(Cl)cc2Cl)c1 (configuration not stated)	3%
2	CC(c1nc2ccccc2[nH]1)N(C(=O)Cc1csc2ccccc12)c1cccnc1 (configuration not stated)	-11%
3	Cc1ccc(CN2CCC(C)(Oc3ccc(Cl)cc3)C2)cc1 (configuration not stated)	-8%
4	COc1ccc(-c2ccc(C(=O)NCc3ccco3)c3occc23)c(C)c1	3%
5	CC(=O)Nc1cccc(NC(=O)c2ccccc2Cl)c1	10%
6	COc1ccccc1-c1cnc(C(O)c2ccc(C)c(F)c2)[nH]1 (configuration not stated)	-4%
7	c1ccc(CCNc2ccc3ncc(-c4cccc5ccccc45)n3n2)nc1	4%
8	COc1ccc(C(O)c2ncc(-c3ccc4ccccc4c3)[nH]2)cc1F (configuration not stated)	9%
9	CCOC(=O)[C@]12CCCC=C1N(Cc1ccc3c(c1)OCO3)C(=O)[C@H](CC(=O)NCC1CCCCC1)C2	-1%
10	Cc1c(C(=O)NCc2ccccc2C(F)(F)F)sc(=O)n1Cc1ccccc1C#N	-8%
11	O=C(c1ccc(Cl)c(Cl)c1)N1CCC(=O)N([C@H](COCc2ccccc2)Cc2ccccc2)CC1	0%
12	OCCc1ccc(NCCc2cccs2)cc1	-22%
13	CCCCCCn1cc(CN2CC(N3CCN(Cc4ccccc4F)CC3)CS2(=O)=O)nn1 (configuration not stated)	5%
14	CN(C)C(=O)c1cccc(-c2cnc3cccnn23)c1	5%
15	Cc1cccc(C)c1Cn1c(C)c(C(=O)NCCC#N)sc1=O	-5%

nr	structure	GLS inh
16	CC(C)c1ccc(CC(=O)N2CCC2(C)C(=O)NS(=O)(=O)c2ccc(C(C)(C)C)cc2)cc1 (configuration not stated)	9%
17	O=C(c1[nH]c(C(F)(F)F)nc1-c1ccccc1)N1CCCCC1	9%
18	CC(C)(C)S(=O)N1Cc2cc(C(=O)N[C@@H]3CCN(Cc4ccccc4)C3)nc(-c3cccc(-c4cc5ccccc5o4)c3)c2[C@@H]1CCO (some centres not stated)	-3%
19	CC(=O)NC(c1ccc(F)c(F)c1)c1nc(-c2cnn(C)c2)cs1 (configuration not stated)	0%
20	Cc1cnc(C)c(Nc2nc(C(N)c3ccccc3)cs2)n1 (configuration not stated)	6%
21	FC(F)(F)c1cc(Cl)c2nc(-c3ccccc3)c(Cc3ccccc3)n2c1	3%
22	Cc1ccc(Cl)cc1-c1cc(C(=O)NCc2cccc(Cl)c2)[nH]n1	-2%
23	COc1ccc(NC(=O)c2sc(=O)n(Cc3cccc(C(F)(F)F)c3)c2C)cc1OC	1%
24	Cc1cc(C)c2c(CN3CCN(c4ccccc4)CC3)cc(=O)oc2c1	30%
25	CCNC(=O)C1CCCN(C(=O)c2ccc3c(c2)CCO3)CC1 (configuration not stated)	1%
26	C=CCC[C@@H](CCCCC)OC(=O)/C=C/[C@H](O)[C@@H](O)C[C@H](O)CC=C	-1%
27	Cc1ccsc1C(=O)N1CCC1(C)C(=O)Nc1ccc2c(c1)OCCO2 (configuration not stated)	5%
28	O=C(Nc1ccc(F)c(Cl)c1)c1cc(C2CCCCN2C(=O)c2ccc3c(c2)CCO3)on1 (configuration not stated)	4%
29	O=C(NCC1CC1)c1csc(COCCO)n1	-5%
30	CCn1nccc1NC(=O)c1csc([C@H]2C[C@H](O)[C@@H](CO)O2)n1	4%

nr	structure	GLS inh
31	COc1ccc(-c2cc(CNc3nc4cc(-c5ccccc5C)sc4c(=O)n3C)on2)cc1	-7%
32	OCc1ccccc1-c1cnc2cccnn12	-1%
33	CC(O)(c1cccc(F)c1)c1nc(-c2cccc(C(F)(F)F)c2)cs1 (configuration not stated)	-2%
34	Cc1ccccc1NC(=O)Nc1nc(CN(C)C)cs1	15%
35	C[C@@H]1COc2cc(N3CCSCC3)ccc2S(=O)(=O)N1	-3%
36	Cc1ccc(S(=O)(=O)N2C[C@H]3C(=O)C[C@@H](c4ccccc4C)N(S(=O)(=O)c4ccc(C)cc4)[C@H]3C[C@H]2c2ccccc2)cc1	20%
37	CCOC(=O)[C@]12CCC=C1N(Cc1cccc3ccccc13)C(=O)[C@H](CC(=O)NCC13CC4CC(CC(C4)C1)C3)C2	-6%
38	COCc1cccc(-c2csc(C(C)(O)c3ccc(OC)cc3)n2)c1 (configuration not stated)	-7%
39	CCc1nc2c(OCC(=O)c3ccc(F)cc3)cccn2c1N(C)C(=O)c1ccc(OC)cc1	-1%
40	COc1ccccc1CCn1cnc(C)c1CC(C)C	3%
41	CN(Cc1cn(Cc2cccc(Cl)c2)nn1)C1CN(Cc2cn(Cc3cccc(Cl)c3)nn2)S(=O)(=O)C1 (configuration not stated)	-16%
42	O=C(Nc1nc([C@@H]2O[C@H](CO)[C@@H](O)[C@H](O)[C@H]2O)cs1)NC(c1ccccc1)c1ccccc1	14%
43	CCCC(=O)N1CCC1(C)C(=O)NS(=O)(=O)c1cccc(Cl)c1 (configuration not stated)	8%
44	CCOC(=O)C(=O)N(C)c1c(CC)nc2c(OCCC3CCCCC3)cccn12	2%
45	O=C(Nc1nnc([C@H]2C[C@H](O)[C@@H](CO)O2)s1)Nc1ccccc1Oc1ccccc1	-12%

nr	structure	GLS inh
46	COc1ccc(S(=O)(=O)NC(=O)C2(C)CCN2C(=O)Cc2ccccc2)cc1OC (configuration not stated)	1%
47	Clc1cccc(Cc2c(-c3cccc(Cl)c3)nc3ccc(Cl)cn23)c1	2%
48	CCCCC(=O)N(C)c1c(C)nc2ccc(C(=O)Nc3cccc(NS(C)(=O)=O)c3)cn12	5%
49	O=C(NC(c1ccc(F)cc1)c1ccc2ccccc2n1)C1CCN(Cc2ccc(Oc3ccccc3)cc2)CC1 (configuration not stated)	3%
50	COc1cc(CN2C[C@@H](CO)O[C@@H](n3cnc4c(NCc5ccncc5)ncnc43)C2)cc(OC)c1OC	-4%
51	Cc1cccc(CN2CCN(C3CN(Cc4cn(Cc5ccc(F)cc5)nn4)S(=O)(=O)C3)CC2)c1 (configuration not stated)	2%
52	Cc1ccc(F)c(S(=O)(=O)NC(=O)C2(C)CCN2C(=O)c2ccc(C3CCCCC3)cc2)c1 (configuration not stated)	5%
53	Cc1ccc(F)c(S(=O)(=O)NC(=O)C2(C)CCN2C(=O)c2ccc(C(F)(F)F)nc2C)c1 (configuration not stated)	-1%
54	CC[C@H](C)[C@@H](CO)NC(=O)[C@H]1O[C@@H](n2ccc(N)nc2=O)[C@H](O)[C@@H]1O	-14%
55	Cc1ccc2nc(-c3ccco3)c(Cc3cccc(Cl)c3)n2c1	12%
56	Cn1nc(C(C)(C)C)cc1N1C(=O)CCC1(C)C(=O)NCc1ccccc1 (configuration not stated)	4%
57	CN(C)c1ccc(CC(=O)N2CCCC(c3cc(C(=O)Nc4ccccc4)no3)C2)cc1 (configuration not stated)	9%
58	CCCCC(=O)N(C)c1c(C)nc2ccc(C(=O)NCCN(C)C)cn12	10%
59	CC(C)C[C@H]1COc2cc(N3CC[C@H](O)C3)ccc2S(=O)(=O)N1	-7%
60	CC(C)(C(=O)N1CCC1(C)C(=O)NS(=O)(=O)c1ccc(Cl)s1)c1ccccc1 (configuration not stated)	42%[activator]

nr	structure	GLS inh
61	O=C(Nc1ccccc1F)c1ccc2sc([C@@H]3O[C@H](CO)[C@H](O)[C@H](O)[C@H]3O)nc2c1	4%
62	NC(Cc1ccc(C(F)(F)F)cc1)c1csc(Nc2cc(NCc3ccco3)ncn2)n1 (configuration not stated)	11%
63	CC(=O)OC[C@H]1O[C@@H](O[C@H]2[C@H](O)[C@@H](OC(=O)c3ccccc3C(=O)O)[C@H](O)O[C@@H]2COC(C)=O)[C@H](O)[C@@H](OC(=O)c2ccccc2C(=O)O)[C@@H]1O	-15%
64	O=C(C=CC(=O)Nc1ccc(F)cc1F)Nc1ccc(F)cc1F	-9%
65	COc1cc(CN2C[C@@H](CO)O[C@@H](n3cnc4c(NCc5ccc(F)cc5)ncnc43)C2)cc(OC)c1OC	-5%
66	CCNC(=O)C1(C)CCN(C(=O)c2ccccc2OC)C1 (configuration not stated)	-9%
67	CCCCNC(=O)c1nc(C2CCN(S(=O)(=O)c3cccc(C(F)(F)F)c3)CC2)oc1-c1cccc(C(F)(F)F)c1	16%
68	CCOc1ccc(Cl)cc1-c1cc(C(=O)Nc2ccc(Br)cc2)[nH]n1	4%
69	COC(=O)c1ccc2nc(C3CCCCC3)c(Cc3ccccc3)n2c1	-2%
70	CN(Cc1cnn(-c2ccc(F)cc2)c1)C(=O)[C@H]1O[C@@H](n2ccc(=O)[nH]c2=O)[C@H](O)[C@@H]1O	-23%
71	CC(C)C(=O)N1CCC1(C)C(=O)Nc1ccc2cn[nH]c2c1 (configuration not stated)	3%
72	c1ccc(N2CCN(c3cccc(-c4cc5ccccc5s4)n3)CC2)nc1	?
73	O=C1c2ccccc2C(c2nnnn2Cc2ccccc2)N1Cc1cccc(F)c1 (configuration not stated)	-9%&2%
74	CCCNC(=O)C1(C)CCCN(C(=O)c2cc(C)n(C(C)(C)C)n2)C1 (configuration not stated)	-1%
75	NC(=O)c1c(N)[nH]c(C(=O)c2ccccc2)c1-c1ccncc1	-10%

In a second layout: results already given
63	CC(=O)OC[C@H]1O[C@@H](O[C@H]2[C@H](O)[C@@H](OC(=O)c3ccccc3C(=O)O)[C@H](O)O[C@@H]2COC(C)=O)[C@H](O)[C@@H](OC(=O)c2ccccc2C(=O)O)[C@@H]1O
- GLS inh = -15%

64	O=C(C=CC(=O)Nc1ccc(F)cc1F)Nc1ccc(F)cc1F
- GLS inh = -9%

Following part.
nr	structure	GLS inh
76	CCOC(=O)[C@]12CCC=C1N(Cc1ccc3c(c1)OCO3)C(=O)[C@H](CC(=O)N1CCCC1)C2	8%
77	O=C(NCc1cccnc1)c1cc(C2CCCCN2C(=O)CCc2ccccc2)on1 (configuration not stated)	11%
78	CC(C)N1CCCC(C)(C(=O)Nc2nc3ccccc3n2C)C1 (configuration not stated)	1%
79	CCOC(=O)[C@]12CCC=C1N(Cc1cccc3ccccc13)C(=O)[C@H](CC(=O)NCC1CCCCC1)C2	-30%
80	CCCCn1nnnc1C1(C)CCC(=O)N1CCCn1ccnc1 (configuration not stated)	-4%
81	CCOc1ccc(CCN2C(=S)N([C@@H](Cc3ccc(O)cc3)CN3CCC[C@@H]3CN3C(=S)NC[C@@H]3Cc3ccccc3)C[C@@H]2Cc2ccc(O)cc2)cc1	0%
82	O=C(Nc1cccc(S(=O)(=O)N2CCCC2)c1)[C@@H]1O[C@H](CO)[C@@H](O)[C@H]1O	1%
83	CCOC(=O)C1=CCN(S(=O)(=O)c2cccc(Cl)c2)C1c1ccc(C)cc1 (configuration not stated)	1%
84	CCOc1cc(OCC)cc(C(=O)N2CCC[C@H]2C(=O)N2CCC[C@H]2C(=O)NCc2ccccn2)c1	-4%
85	COc1ccccc1N=NNc1ccc(S(=O)(=O)NC(C)=O)cc1	13%
86	C(CCN1CCOCC1)CN1CCOCC1	4%
87	O=C(O)C1CCCN(C(=O)/C=C/c2ccccc2)CC1 (configuration not stated)	4%
88	CCOc1cccc(-c2ccc3nncn3c2)c1	4%
89	CN1CCCC(C(=O)Nc2cccc(Cl)c2)CC1 (configuration not stated)	-13%
90	CC1(C(=O)Nc2ccc3c(c2)OCCO3)CCN1C(=O)C1(c2ccc(Cl)cc2)CCC1 (configuration not stated)	-5%

nr	structure	GLS inh
91	Cc1ccc2ccccc2c1C(O)c1ncc(-c2ccc(F)cc2)[nH]1 (configuration not stated)	-8%
92	CCc1ccc([C@@H]2CC(=O)[C@@H]3CN(S(=O)(=O)c4ccccc4C)[C@H](c4ccc(Cl)cc4)C[C@@H]3N2S(=O)(=O)c2ccc(C)cc2)cc1	6%
93	CCCCCCn1cc(CN2CC(N3CCCC3)CS2(=O)=O)nn1 (configuration not stated)	14%
94	Cc1cc2nc(-c3ccc(Cl)cc3)c(CC3CCCCC3)n2c(C)c1Br	-4%
95	CC(C)(C)c1ccc2cc(F)cc(F)c2n1	6%
96	COc1cccc(C(NC(C)=O)c2nc(-c3cc4ccccc4o3)cs2)c1 (configuration not stated)	-2%
97	CNc1nc(-c2ccccc2)c2sccc2n1	-10%
98	C=C1C[C@@H]2[C@H]3CCC4=CC(=O)C=C[C@]4(C)[C@@]3(F)[C@@H](O)C[C@]2(C)[C@]1(O)C(=O)COC(C)=O	-5%
99	CN[C@@H](CO)C(=O)NC[C@H]1O[C@@H](n2cnc3c(=O)[nH]c(N)nc32)[C@H](O)[C@@H]1O	4%
100	CCOC(=O)C1CCN(C(=O)c2[nH]c(C(F)(F)F)nc2-c2ccccc2)CC1	17%
101	CC1(C(=O)Nc2ccccc2)Cc2c(-c3ccc4c(c3)OCO4)ccnc2O1 (configuration not stated)	8%
102	Cn1cc(-c2coc3c(C(=O)NCc4cccnc4)cccc23)cn1	-4%
103	COc1cccc(CN2CCC2(C)C(=O)Nc2ccc3c(c2)OCO3)c1F (configuration not stated)	-5%
104	Cc1cccc(C)c1-n1nnnc1C1c2ccccc2C(=O)N1CCc1ccccc1F (configuration not stated)	-1%
105	CCO/C(C)=N/Oc1cnc2ccccc2c1	-4%
106	Cc1ccc(S(=O)(=O)NC(=O)C2(C)CCN2C(=O)COc2ccc(Cl)cc2)nc1 (configuration not stated)	9%
107	COc1ccc(C(O)c2ncc(-c3cccc(C(F)(F)F)c3)[nH]2)cc1 (configuration not stated)	4%

Part of the list above in another layout:
100. CCOC(=O)C1CCN(C(=O)c2[nH]c(C(F)(F)F)nc2-c2ccccc2)CC1
- GLS inh: 17%

102. Cn1cc(-c2coc3c(C(=O)NCc4cccnc4)cccc23)cn1
- GLS inh: -4%

103. COc1cccc(CN2CCC2(C)C(=O)Nc2ccc3c(c2)OCO3)c1F (configuration not stated)
- GLS inh: -5%

93. CCCCCCn1cc(CN2CC(N3CCCC3)CS2(=O)=O)nn1 (configuration not stated)
- GLS inh: 14%
